From PubChem BioAssay
KCNQ1 block – inhibitors of human KCNQ1 potassium channel. AID 2642. CHO-K1 KCNQ1, FluxOR thallium flux fluorescence; stronger effect = higher value. B-score at 10 µM. 310,000 tested, 1.3% active. P51787;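 active = compounds whose thallium flux B-score, printed positive for inhibition, exceeds three library SD while starting fluorescence stays within three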;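 also: channel opened by potassium depolarization with thallium stimulus after 20 min compound exposure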
Target sequence (P51787 whole entry, looked up): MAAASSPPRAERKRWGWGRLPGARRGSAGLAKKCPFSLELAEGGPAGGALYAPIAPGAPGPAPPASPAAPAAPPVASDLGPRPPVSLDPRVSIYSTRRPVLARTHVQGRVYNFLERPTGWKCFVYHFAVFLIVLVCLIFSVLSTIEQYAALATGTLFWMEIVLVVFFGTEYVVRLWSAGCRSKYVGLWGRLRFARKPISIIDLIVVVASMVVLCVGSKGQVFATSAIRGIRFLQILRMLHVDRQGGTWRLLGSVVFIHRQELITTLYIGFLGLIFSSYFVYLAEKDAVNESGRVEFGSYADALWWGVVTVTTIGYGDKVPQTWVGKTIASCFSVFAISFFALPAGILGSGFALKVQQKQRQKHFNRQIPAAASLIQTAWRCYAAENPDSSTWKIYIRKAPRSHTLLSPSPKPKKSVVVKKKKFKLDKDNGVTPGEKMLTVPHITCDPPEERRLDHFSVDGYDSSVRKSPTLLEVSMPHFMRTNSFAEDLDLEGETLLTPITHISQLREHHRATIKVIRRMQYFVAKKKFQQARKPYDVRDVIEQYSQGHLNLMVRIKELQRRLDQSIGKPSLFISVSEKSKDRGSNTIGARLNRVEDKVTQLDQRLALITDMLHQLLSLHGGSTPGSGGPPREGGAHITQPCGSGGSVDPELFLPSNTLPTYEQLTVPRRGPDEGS
RGS4 pot – RGS4 potentiation or activation; HEK293 M3R/inducible RGS4, carbachol calcium flux Fluo4; stronger effect = lower value; B-score at 10 µM; 310,000 tested, 0.92% active; AID 463111;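 active = B-score of the integrated calcium signal more than 4 SD below the library mean, with starting fluorescence not abnormally high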;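 also: negative B-score means reduced calcium response which marks RGS4 activation or potentiation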
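Test system: HEK293 cells with stable M3R and inducible RGS4; also added: carbachol at ECmax as muscarinic agonist stimulus; schedule: dye loading 30 min 37 °C, buffer rest 30 min RT; technique: kinetic calcium fluorescence imaging with Fluo4-AM dye, 2 µM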
GSK3B inh – inhibitors of human GSK3beta kinase. P49841. GST-GSK3beta kinase, ADP-Glo luminescence, 60 min; stronger effect = lower value. activity score (negative = inhibition), % at 10 µM. 300,000 tested, 0.038% active;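 active = more than half of replicate wells score below -50%, meaning over 50% inhibition versus plate controls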;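 also: 0% = median DMSO wells and -100% = median GW8510 positive control wells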
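Test system: GST-tagged human GSK3beta kinase, cell-free; evaluation: activity score scaled between in-plate DMSO and GW8510 controls; measured by: ADP-Glo luminescence; incubation: 60 min reaction, RT; benchmarks: DMSO and 20 µM GW8510; reagent: peptide substrate plus 25 µM ATP (final); medium: Tris/MgCl2 kinase buffer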
HDAC3 inh – inhibitors of human histone deacetylase 3; recombinant HDAC3, fluorogenic peptide/trypsin coupled, fluorescence; 320,000 tested, 0.15% active; inhibition, % at 8.3 µM; AID 2718; O15379; in the data active = inhibition above about 26%, passing the limit was not always enough
Target sequence (O15379 whole entry, looked up): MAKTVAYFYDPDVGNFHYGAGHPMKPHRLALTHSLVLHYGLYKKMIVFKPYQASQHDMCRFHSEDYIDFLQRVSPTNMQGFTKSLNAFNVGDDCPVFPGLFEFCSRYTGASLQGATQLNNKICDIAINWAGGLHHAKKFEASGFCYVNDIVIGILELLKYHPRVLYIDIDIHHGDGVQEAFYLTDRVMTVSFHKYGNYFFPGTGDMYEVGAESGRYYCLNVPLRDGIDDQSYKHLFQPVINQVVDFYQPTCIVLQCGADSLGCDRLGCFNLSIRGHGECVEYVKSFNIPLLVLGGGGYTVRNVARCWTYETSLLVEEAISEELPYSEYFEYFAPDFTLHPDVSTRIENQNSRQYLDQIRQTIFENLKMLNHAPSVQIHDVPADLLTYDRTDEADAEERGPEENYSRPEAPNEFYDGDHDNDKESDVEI
GSK3A inh – inhibitors of human GSK-3 alpha kinase; inhibition, % at 10 µM; ADP-Glo luminescence, 60 min; P49840; 320,000 tested, 0.1% active;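 in the data active = inhibition above about 50%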;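 also: GST-tagged GSK-3 alpha with peptide substrate and 25 µM ATP; 0% = DMSO neutral wells and 100% = GW8510 positive control wells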
Dyrk1A ADPGlo – blocks rat Dyrk1A kinase activity; 310,000 tested, 0.43% active; AID 504441; ADP-Glo luminescence, NFATc1 peptide; inhibition, % at 12.5 µM; Q63470; in the data active = inhibition above about 50%;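 also: plate controls were vehicle with enzyme for no effect and no enzyme for full effect; many of its hits are not listed in these tables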
KCNQ1 pot – potentiators or activators of human KCNQ1 potassium channel | P51787 | CHO-K1 KCNQ1, thallium flux FluxOR fluorescence; stronger effect = higher value | B-score at 10 µM | 310,000 tested, 0.35% active;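 active = fluorescence ratio B-score, a plate-corrected score, at least three library SD, with initial intensity B-score within 5 SD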
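Assay system: CHO-K1 cells stably expressing KCNQ1; Medium: assay buffer with matched DMSO; Also added: K+/Tl+ depolarizing stimulus; Dosing: single dose; Timing: dye 90 min, compound 20 min, room temperature; Measured by: kinetic FluxOR thallium fluorescence, 10-s 1-Hz baseline, 110-s post-stimulus read; Read-out: peak-minus-minimum fluorescence over initial fluorescence, negative-control normalized, B-scored.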
hERG rescue – compounds protecting human hERG from proarrhythmic drug block. Q12809. CHO-hERG, FluxOR thallium flux, dofetilide IC70 present. activation (rescue from dofetilide block), less the hit threshold, % at 10 µM. 310,000 tested, 0.51% active;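 active = activation above the mean of controls blocked by dofetilide plus 5 SD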;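 also: thallium influx through hERG after potassium depolarization seen as dye fluorescence rise; in these data hits start at about 4.7%; inactives centre near -7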
KCNK9 block – human KCNK9 channel inhibition; 310,000 tested, 1.2% active; B-score at 10 µM; HEK293 KCNK9, FluxOR thallium flux fluorescence; stronger effect = lower value;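 active = ratio B-score over 3 SD below the library mean, with starting fluorescence within 5 SD of its mean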;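 also: negative B-score means less thallium flux so channel inhibition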
PolyA inhibitor – inhibitors of polyadenylation in S. cerevisiae; AID 1875; 300,000 tested, 0.02% active; calls only at 12 µM; S. cerevisiae SKY197-pL101 polyadenylation reporter, beta-gal luminescence; efflux-impaired pdr1/pdr3 knockout yeast; score 100 = 6 SD above DMSO;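 active = lowest replicate activity score at least 50, where 100 means six control SD above control mean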;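 also: yeast exposed to compound for 9 h at 30 °C; higher score means more reporter readthrough which indicates perturbed polyadenylation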
KCNK3 inh – human KCNK3 channel inhibition, primary screen; AID 602410; O14649; 340,000 tested, 0.84% active; B-score at 10 µM; CHO-KCNK3 thallium flux, FluxOR fluorescence; stronger effect = lower value;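 active = B-score under library mean minus 4 SD, starting fluorescence ratio at most library mean plus 5 SD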;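 also: more negative B-score means stronger inhibition of thallium flux through KCNK3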
The depositor's hits bear a star; i = inactive; / = no result given. Some of the compounds tested; rates above refer to the full screens.

SMILES	KCNQ1 block	RGS4 pot	GSK3B inh	HDAC3 inh	GSK3A inh	Dyrk1A ADPGlo	KCNQ1 pot	hERG rescue	KCNK9 block	PolyA inhibitor	KCNK3 inh
S=c1[nH]nc(CNc2ccc(Cl)cc2)n1Cc1ccccc1	i	i	1	-5	-8	-4	i	-8	i	i	i
Cn1c(=O)n(C)c2cc(NS(=O)(=O)c3ccc4c(c3)CCCC4)ccc21	i	i	1	1	0	3	i	-12	i	i	i
CCOC(=O)c1c(NC(=O)CSc2nnc(Cc3ccccc3)o2)sc(C)c1C	i	i	0	-2	-2	2	i	-6	i	i	i
Cc1cccc(C(=O)NNC(=O)c2ccccc2O)c1	i	i	-5	-1	8	/	i	-12	i	i	i
COc1cc(CCCN2CCNC[C@H]2Cc2ccc(O)cc2)cc(OC)c1OC	i	i	-1	-4	1	12	i	-8	i	i	i
Cc1nn(CC(=O)NCCCc2ccccc2)c(=O)c2cccn12	i	i	-2	0	-2	-6	i	-10	i	i	i
CC(C)(C)Nc1nc(OCC(F)(F)F)nc(OCC(F)(F)F)n1	i	i	1	0	1	-4	i	-10	i	i	i
Cc1nc(SCC2(C)CC2(Cl)Cl)n[nH]1 (configuration not stated)	i	i	0	-6	-2	-1	i	-5	i	i	i
COC(=O)C(C)Sc1nnc(-c2ccncc2)o1 (configuration not stated)	i	i	-4	3	/	-5	i	-16	i	i	i
CC(C)OCCCNC(=O)CCC(=O)NNc1nc2ccccc2c2nc(-c3ccccc3)nn12	i	i	4	6	-1	5	i	-2	i	i	i
O=C(NC1CCCCC1)C(c1ccc(F)cc1)N(Cc1ccco1)C(=O)c1ccccn1 (configuration not stated)	i	i	1	5	0	2	i	-1	i	i	i
COc1ccccc1CNC(=O)COc1ccc(Br)c(C)c1	i	i	-3	3	-4	1	i	-3	i	i	i
CCN1CCN(CCc2nc3cc([N+](=O)[O-])ccc3n2C)CC1	i	i	1	7	11	1	i	-10	i	i	i
Nc1nc(SCC(=O)NCCC(c2ccccc2)c2ccccc2)n[nH]1	i	i	-1	-10	0	1	i	-11	i	i	i
Cc1ccc(C(=O)Nc2nnc(S(=O)(=O)N3CCN(c4ccc(F)cc4)CC3)s2)cc1	i	i	0	1	2	-1	i	-9	i	i	i
Cc1onc(-c2ccccc2)c1C(=O)Nc1nnc(N(C)Cc2ccccc2)s1	i	i	1	8	5	-1	i	1	i	i	i
CN=C1S/C(=C\c2ccc(N3CCOCC3)c(F)c2)C(=O)N1C	i	i	1	2	-5	-6	i	-15	i	i	i
O=C(Nc1ncccc1Cl)c1ccccc1F	i	i	1	-4	-2	-11	i	-6	i	i	i
COc1cccc(NC(=O)COC(=O)CC(NC(N)=O)c2ccc(Cl)cc2)c1 (configuration not stated)	i	i	-3	-2	1	1	i	-16	i	i	i
Cc1ccccc1C(=O)NCCCNC(=O)c1cnccn1	i	i	-1	-2	4	-6	i	-3	i	i	i
CC(C)Oc1ccc(CCc2n[nH]c(=S)n2-c2ccccc2)cc1	i	i	3	5	4	5	i	-5	i	i	i
N=C1S/C(=C\c2ccc(-c3ccccc3C(=O)O)o2)C(=O)N1c1ccc2c(c1)OCO2	i	i	-2	/	/	12	i	-7	i	i	i
Cc1ccc(Oc2ccc(-c3nc(N)nc(N)n3)cc2)cc1C	i	i	0	3	-1	/	i	-5	i	i	i
Cc1nc2ccccc2c2oc(C(=O)NCCCN3CCC(C)CC3)cc12	i	i	-4	-2	10	11	i	-15	i	i	i
CC(C)c1cc(=O)[nH]c(SCC(=O)NC2CCCC2)n1	i	i	-4	-5	-4	-4	i	-5	i	i	i

Later entries.
SMILES	KCNQ1 block	RGS4 pot	GSK3B inh	HDAC3 inh	GSK3A inh	Dyrk1A ADPGlo	KCNQ1 pot	hERG rescue	KCNK9 block	PolyA inhibitor	KCNK3 inh
COc1cc(CCC(=O)N2CCN(c3ccc(N4CCOCC4)nn3)CC2)cc(OC)c1OC	i	i	1	-16	0	/	i	-10	i	i	/
COc1ccccc1C(=O)NNC(=O)C(=O)Nc1ccc(C)c(Cl)c1	i	i	0	8	-3	-3	94*	61*	i	i	i
Cc1ccc(C)c(OCC(=O)NC(Cc2c[nH]c3ccccc23)C(=O)O)c1 (configuration not stated)	i	i	4	-3	-5	-2	i	-10	i	i	i
COC(=O)C1CCN(C(=O)c2sc3nc(-c4ccc(F)cc4)cn3c2C)CC1	i	i	0	0	-1	-7	i	-12	i	/	i
N#CC1(c2ccc(NC(=O)c3ccccc3)cc2)CCCC1	i	i	-2	-6	-1	-6	i	-12	i	i	i
CCCNc1ncnc2onc(C)c12	i	i	2	-3	-1	-1	i	-10	i	i	i
CCN1CCN(CCCN(Cc2ccco2)C(=S)Nc2cc(Cl)ccc2C)CC1	i	i	0	-4	0	/	i	-12	i	i	i
CN1CCC(Oc2ccc(Sc3ccccc3)cc2)CC1	i	-8.2*	-2	3	0	-5	i	-13	i	i	i
CCOc1ccc(-n2cnnn2)cc1S(=O)(=O)NCCc1ccc(OC)c(OC)c1	i	i	0	7	-1	16	i	-8	i	i	i
COc1ccc(/C=C/CN2CCN(Cc3cccc(OC)c3)C(CCO)C2)cc1 (configuration not stated)	i	i	-2	7	-1	6	i	-5	i	i	i
CC1(C)CC(=O)C(Sc2ccccc2)=C(O)C1	i	i	-6	0	-1	-8	i	-6	i	i	i
O=C(Nc1ccc([N+](=O)[O-])cn1)c1cc(-c2cccc(Br)c2)nc2ccccc12	i	i	0	7	-4	6	i	-23	i	i	i
CC1CC/C(=C\c2ccc3c(c2)OCO3)C(=O)/C1=C/c1ccc2c(c1)OCO2 (configuration not stated)	i	i	0	-3	0	6	i	-16	i	i	i
O=C(NC(=S)NCCO)c1cn(-c2ccccc2)nc1-c1ccccc1	i	i	1	3	1	4	i	-8	i	i	i
O=C(Nc1nnc(SCc2cccnc2)s1)C1CC(=O)N(c2ccc(F)cc2)C1 (configuration not stated)	i	i	-4	4	-1	/	i	-10	i	i	i
O=C(CNS(=O)(=O)c1cccc2nonc12)NCc1ccc(F)cc1	i	i	5	-1	-5	0	i	-6	i	i	i
O=c1[nH]c2c(=O)[nH]cnc2nc1-c1ccccc1	i	i	1	-20	-1	/	i	-5	i	i	i
CCn1c(COc2ccc(OC)cc2)nc2ccccc21	i	i	2	-1	0	13	i	-13	i	i	i
CCCCCCc1cc2cc(S(=O)(=O)c3ccc(F)cc3)c(=O)oc2cc1O	i	i	-6	1	0	/	i	-9	i	i	i
Cc1ccc(N2CCN(/N=C/c3cccnc3)CC2)cc1	i	i	1	-5	-1	-1	i	-4	i	i	i
COc1cccc(CC(NC(C)=O)C(=O)NC2CCN(C(=O)c3ccncc3)CC2)c1OC (configuration not stated)	i	i	4	/	/	-5	i	-11	i	i	i
COc1ccc(CCNC(=O)C2CC3Cn4c(nc5cc(Cl)c(Cl)cc54)C3N2C)cc1 (configuration not stated)	i	i	-1	1	-3	2	i	-1	i	i	i
NS(=O)(=O)c1ccc2c(c1)C(=NO)c1cc(S(N)(=O)=O)ccc1-2	i	i	2	-8	-1	6	i	-6	i	i	i
CCOC(=O)c1cnn(-c2ccccc2)c1NC(=O)c1ccccc1	i	i	-2	0	0	-6	i	-12	i	i	i
Cc1nnc(NC(=O)CSc2nccn2Cc2ccc(F)cc2)s1	i	i	2	-2	-2	-10	i	-8	i	i	i

(continued)
SMILES	KCNQ1 block	RGS4 pot	GSK3B inh	HDAC3 inh	GSK3A inh	Dyrk1A ADPGlo	KCNQ1 pot	hERG rescue	KCNK9 block	PolyA inhibitor	KCNK3 inh
O=C(CSc1nnc(-c2ccoc2)o1)N1CCOCC1	i	i	4	1	-4	0	i	-15	i	i	i
Cn1nccc1C(=O)N1CCN(c2ccccc2Cl)CC1	i	i	5	6	-1	3	i	-7	i	i	i
Cc1ccc(CN=c2c([N+](=O)[O-])nn(-c3cccc(Cl)c3)n2O)cc1	i	i	-2	-1	-2	9	i	-11	i	i	i
O=C(CNC(=O)c1ccccc1C(=O)O)c1ccccc1	i	i	-3	-2	-3	6	i	-9	i	i	i
Cc1cc(=O)[nH]c(SCC(=O)c2c(N)n(C)c(=O)n(C)c2=O)n1	i	i	1	-1	0	-5	i	-5	i	i	i
COC(=O)c1sc(NC(=O)CSc2nncs2)c(C(=O)OC)c1C	i	i	0	0	3	-7	i	-11	i	i	i
N#Cc1ccc(C(=O)NC2CCCc3ccccc32)cc1 (configuration not stated)	i	i	-1	11	0	1	i	-7	i	i	i
NCCCC[C@H](NC(=O)C1CCNCC1)c1nnc([C@@H](N)CO)o1	i	i	-7	-1	0	-3	i	-4	i	i	i
CC(NC(=O)c1ccc(Cl)cc1)c1nnc(SCC(=O)NC2=NCCS2)n1C (configuration not stated)	i	i	2	2	1	3	i	-6	i	i	i
Cc1ccc(CCc2nnc(SCC(=O)Nc3ccccc3Cl)n2-c2ccccc2)o1	i	i	2	6	0	-2	i	-7	i	i	i
Cc1ccc(C)c(NC(=O)c2ccc(N(C)S(C)(=O)=O)cc2)c1	i	i	-22	-3	-6	-4	i	-12	i	i	i
COc1cccc(OC)c1C(=O)NNC(=O)c1ccc(F)cc1	i	i	2	6	2	/	i	1	i	i	i
Cc1cc(C(=O)CSc2nc(N)cc(N)n2)c(C)n1-c1cccc(C(F)(F)F)c1	i	i	-1	-5	3	-5	i	-11	i	i	i
Cc1ccc(OCCN2C(=O)c3ccccc3C2=O)c([N+](=O)[O-])c1	i	i	2	4	/	-2	9*	-9	i	i	i
O=c1c2[nH]c3cccc(Cl)c3c2ncn1CC1CCCO1 (configuration not stated)	i	i	-2	-9	1	0	i	-13	i	i	i
C#CCOCCOCCOCCNc1nc(N2CCN(C(=O)C(Cc3ccc(O)cc3)n3cc(C(N)CC(C)C)nn3)CC2)nc(N2CCN(C(=O)C(Cc3cc4ccccc4[nH]3)n3cc(C(N)C(C)CC)nn3)CC2)n1 (configuration not stated)	i	i	-1	6	-2	/	i	-9	i	i	/

Two successive compounds out of the list so far, for reference:
SMILES	KCNQ1 block	RGS4 pot	GSK3B inh	HDAC3 inh	GSK3A inh	Dyrk1A ADPGlo	KCNQ1 pot	hERG rescue	KCNK9 block	PolyA inhibitor	KCNK3 inh
O=C(CSc1nnc(-c2ccoc2)o1)N1CCOCC1	i	i	4	1	-4	0	i	-15	i	i	i
Cn1nccc1C(=O)N1CCN(c2ccccc2Cl)CC1	i	i	5	6	-1	3	i	-7	i	i	i
